From PubChem BioAssay
OX1R antag-1 – antagonists of human orexin 1 receptor. AID 434989. CHO/OX1R cells, Fluo-8 calcium fluorescence, orexin A. 0.43% of 330,000 active. O43613. inhibition, % at 5 µM;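 active = inhibition above its plate's threshold, mean inhibition of all tested compounds on the plate plus 3 SD, cut at about 37% in these data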;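 note: 0% = orexin A challenge wells and 100% = SB-334867-A antagonist wells; not every result past the cut was called active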
Target sequence (O43613 whole entry, looked up): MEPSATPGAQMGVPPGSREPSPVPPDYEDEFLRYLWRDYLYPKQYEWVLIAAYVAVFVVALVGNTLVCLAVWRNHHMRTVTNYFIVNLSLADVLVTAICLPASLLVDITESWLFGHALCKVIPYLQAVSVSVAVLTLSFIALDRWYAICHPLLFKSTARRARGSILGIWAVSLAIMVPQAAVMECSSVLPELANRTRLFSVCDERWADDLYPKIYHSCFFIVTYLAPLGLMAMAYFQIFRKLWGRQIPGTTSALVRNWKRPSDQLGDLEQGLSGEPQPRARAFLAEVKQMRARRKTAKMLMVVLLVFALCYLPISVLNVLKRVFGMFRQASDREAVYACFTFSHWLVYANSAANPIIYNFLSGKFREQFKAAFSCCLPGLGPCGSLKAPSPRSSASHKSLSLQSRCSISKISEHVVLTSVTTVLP
OX1R antag-2 – blocks the human orexin 1 receptor. AID 485270. 1.8% of 330,000 active. OX1R-expressing cells, FRET antagonist read-out. inhibition, % at 6.6 µM; in the data active = inhibition mostly above about 38%, no sharp cut-off; inactive = mostly below about 40%;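 note: 0% = agonist challenge alone and 100% = reference antagonist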
* = called active by the depositor.

Preview (2 entries):
SMILES	OX1R antag-1	OX1R antag-2
O=C(CCNS(=O)(=O)c1ccc(OC(F)(F)F)cc1)N1CCN(C/C=C/c2ccccc2)CC1	-17	1
Cc1cc(Cn2nc(C(=O)NCc3cccc(Br)c3)cc2-c2ccccc2)on1	-11	44

Results, from the first entry:
SMILES	OX1R antag-1	OX1R antag-2
O=C(CCNS(=O)(=O)c1ccc(OC(F)(F)F)cc1)N1CCN(C/C=C/c2ccccc2)CC1	-17	1
Cc1cc(Cn2nc(C(=O)NCc3cccc(Br)c3)cc2-c2ccccc2)on1	-11	44
CCN(CC(=O)Nc1ccc(NC(C)=O)cc1)CC(=O)Nc1cc(C)on1	-27	1
O=C(O)CC(CN1C(=O)c2ccccc2C1=O)c1ccccc1 (stereo unspecified)	-5	39
Cc1ccc(CSCCNC(=O)c2ccc(Cl)c(S(=O)(=O)N3CCOCC3)c2)cc1	-13	3
CC(OC(=O)Cc1c[nH]c2ccccc12)C(=O)N(C)c1ccccc1 (stereo unspecified)	-15	15
Fc1ccc2nc3c(nc2c1)CCCC3	-15	-9
COc1ccccc1NC(=O)CSc1nc(C)c2c(c1C#N)CCCC2	-32	18
CCOC(=O)CNC(=O)C1c2ccccc2Oc2ccccc21	-13	7
CCOCCCn1c(SCC(=O)NC(C)C)nc2ccccc2c1=O	-31	8
COc1ccc(C(=O)CSc2nnn(-c3cccc(NC(C)=O)c3)n2)cc1	-26	-1
CSCCC(NC(=O)c1ccccc1Br)C(=O)N1CCN(C(C)=O)CC1 (stereo unspecified)	1	1
C#CCOc1ccc(C2C3=C(CCCC3=O)N(CC(=O)O)C3=C2C(=O)CCC3)cc1Br	-29	3
CSc1nnc(-c2cccc(NC(=S)NN)c2)o1	-15	18
CCCn1c(SCC(=O)N2CCc3ccccc32)nnc1-c1ccco1	-18	13
CCSc1c(C(=O)NC)ccc2c1C(=O)c1ccccc1C2=O	-14	91*
O=C(NC(=S)NNC(=O)c1ccc(Cl)cc1Cl)c1cccnc1	-6	10
O=C(NCCC1=CCCCC1)C(=O)NCC(c1ccco1)N1CCN(c2ccc(F)cc2)CC1 (stereo unspecified)	-4	15
CC(=O)NC(=O)NC1CSCC1OC(C)=O (stereo unspecified)	13	4
CC(=O)NN1C(=O)/C(=C/c2ccc(Br)o2)SC1=S	-16	54
CC(=O)c1ccc(Nc2cc(C)nc3c(C)cc(C)cc23)cc1	-28	7
COc1cc(C(=O)NCCC(=O)NCCN2CCCCCC2)cc(OC)c1OC	-17	15
O=C(COC(=O)/C=C/c1ccco1)NCc1ccc(Cl)cc1Cl	-25	-5
NC(=S)N=Nc1c(O)n(CCCl)c2ccccc12	-11	44
CCOC(=O)c1c(N)sc(N)c1C(=O)OCC	-7	11
CC1CCN(C(=O)N2c3ccccc3Sc3ccccc32)CC1	-4	39
COc1ccccc1C(=O)Nc1nnc(S(=O)(=O)N2CCOCC2)s1	-19	26
CCC(C)[C@H](NC(=O)NC(C)C)C(=O)O (stereo partly specified)	-10	11
CCN1CCN(c2ccc(S(=O)(=O)N3CCCCC3)cc2NC(=O)c2cccc(OC(F)F)c2)CC1	-25	24
O=C(N/N=C/c1c[nH]c2ccccc12)c1sc2ccccc2c1Cl	36	90*
CCC/C(=C1/c2ccccc2C(=O)N1c1ccccc1)c1ccc2c(c1)OCO2	-29	5
COc1ccc(-n2c(SCC3CNC(=O)O3)nnc2-c2ccc(Cl)cc2)cc1 (stereo unspecified)	-15	4
O=C(NCC(=O)N(c1cccc(F)c1)C(C(=O)NC1CCCC1)c1ccncc1)c1ccco1 (stereo unspecified)	-21	9
Cc1ccc(Oc2ccc(S(=O)(=O)N3CCOCC3)cc2C(N)=O)c(-n2nc3ccccc3n2)c1	-12	22
Cn1c(NC(=O)C2CCCC2)cc(=O)n(C)c1=O	5	12
CCOC(=O)c1c(NC(NC(=O)C(C)C)C(Cl)(Cl)Cl)sc2c1CCC2 (stereo unspecified)	-7	22
C(=N\NC1=Nc2cccc3cccc1c23)/c1ccccc1	-23	54
Cc1ccc(C)c(Cn2nnc3c(=O)[nH]c(C4CCCN(C(=O)C5CCC5)C4)nc32)c1 (stereo unspecified)	-17	2
CCCCN1C(=O)/C(=C2/Sc3ccc(OC)cc3N2CC)SC1=S	-18	7
COc1ccc(CNC(=O)COC(=O)CN2C(=O)C3CC=CCC3C2=O)cc1 (stereo unspecified)	-17	6
COc1ccc(OC)c(NC(=O)COc2ccc3c(c2)CCC3)c1	9	23
Cc1cc(Cl)cc(Br)c1OCCCCn1cncn1	-19	28
O=C(CSc1nnc(-c2ccco2)n1-c1ccccc1)N1CCOCC1	-7	5
CCc1cc(C(=O)NN2C(=O)NC3(CCCCC3)C2=O)sc1C	-20	12
C/C(=N/NC(=O)CN1CCN(S(=O)(=O)c2ccc(C)cc2)CC1)c1cccc(O)c1	1	5
Cc1ccc(-c2nnn(CC(=O)N(CC(=O)NC3CCCCC3)c3ccc(F)c(Cl)c3)n2)o1	-14	12
Oc1ccc(-c2cc(-c3ccc(O)cc3)nc(-c3ccccc3)n2)cc1	-10	-3
Cc1ccc(-n2c(C)cc(/C=N/NC(=O)Cn3c4ccccc4c(=O)c4ccccc43)c2C)cc1	-25	8
COC(=O)c1c[nH]n2c(=O)c(Cc3ccc(F)cc3Cl)c(C)nc12	-12	10
Cc1ccc(C)c(NC(=O)C(Sc2cccc[n+]2[O-])c2ccccc2)c1 (stereo unspecified)	-9	15
Other entries:
SMILES	OX1R antag-1	OX1R antag-2
CCCN(Cc1ccc(N(C)C)cc1)CC1CC1	-11	-4
Cc1nc2nc(SCC(=O)NCCCN3CCCC(C)C3)nn2c(C)c1Cc1ccccc1Cl (stereo unspecified)	-27	5
CCOC(=O)N1CCN(C(=O)COC(=O)CNC(=O)c2ccc(C)cc2)CC1	-8	10
COc1ccc(C(=O)Sc2ccc(C)cc2)cc1OC	-12	15
COc1ccccc1C(=O)NC(C)C(c1cccs1)N1CCN(C)CC1 (stereo unspecified)	-9	10
Cc1ccc(CNC(=O)COc2ccc(S(=O)(=O)NC(C)C)cc2)cc1	4	4
Nc1c(C(=O)OCC(=O)Nc2cccc([N+](=O)[O-])c2)[nH]c(=O)[nH]c1=O	-7	22
Cc1cccc(NC(=O)c2ccc(S(=O)(=O)NCc3cccnc3)cc2)c1C	-15	12
CCOC(=O)C1=CCC2c3c(c4ccccc4n3C)C(=O)C1N2C(=O)OC(C)(C)C (stereo unspecified)	-2	9
Cc1ccc(N2C(=O)N(CC(=O)NC(N)=O)C(=O)C2C)cc1 (stereo unspecified)	-8	1

Arranged by value in OX1R antag-1 (falling): 4 of the compounds above
SMILES	OX1R antag-1	OX1R antag-2
O=C(N/N=C/c1c[nH]c2ccccc12)c1sc2ccccc2c1Cl	36	90*
Cc1ccc(N2C(=O)N(CC(=O)NC(N)=O)C(=O)C2C)cc1 (stereo unspecified)	-8	1
CCSc1c(C(=O)NC)ccc2c1C(=O)c1ccccc1C2=O	-14	91*
CSc1nnc(-c2cccc(NC(=S)NN)c2)o1	-15	18

(cont.)
SMILES	OX1R antag-1	OX1R antag-2
O=C(O)c1ccc(C(=O)c2ccc3c(c2)C(=O)N(Cc2ccco2)C3=O)cc1	-14	50*
COc1ccc2c(c1)cc1n2CCN=C1NN	-31	18
Cc1c(CCOC(=O)CC23CC4CC(CC(C4)C2)C3)sc[n+]1CC(=O)c1ccc(Br)cc1	-23	-5
Cc1ccc(-c2nc(-c3cccnc3)sc2CC(=O)Nc2ccc(C)c(Cl)c2)cc1	-16	28
Cn1nc(C(F)(F)F)c(-c2ccc(Br)cc2)c1NC(=O)Nc1ccc(F)cc1F	46*	24
CCCc1nc2ccccc2c(C(=O)OCC(=O)NCc2ccco2)c1CC	-17	28
COc1ccc2c(CC(=O)OCC(=O)N3CCc4ccccc43)coc2c1	-23	8
CC(C)c1ccc(C(=O)Nc2ccc(CN3CCOCC3)cc2)cc1	-20	-5
COc1ccc(OCCNS(=O)(=O)c2ccccc2)cc1	-3	0
Cc1cc(C)c2ccc(=O)n(CC(=O)N/N=C/c3ccccc3Cl)c2n1	-19	7
Cc1nn(Cc2ccc(Br)cc2)c(C)c1NC(=O)c1nn(C)cc1Cl	-25	-6
O=C(CN1CCN(Cc2ccccc2)CC1)N1N=CCC1c1ccccc1 (stereo unspecified)	-5	14
COc1cc2c(cc1OC)CN(C(=O)c1cccc(S(=O)(=O)N3CCc4ccccc43)c1)CC2	8	16
Cc1ccc(C(CNS(=O)(=O)c2ccc(F)cc2C)N2CCN(C)CC2)cc1 (stereo unspecified)	-20	6
Cc1cc(SCC(=O)NC(=O)c2cccn2C)nc2ccccc12	4	10
CSc1ccc(CNC(=O)C2Cc3cc(S(=O)(=O)N4CCCC4)ccc3N2C(C)=O)cc1 (stereo unspecified)	-19	7
Oc1ccc(-c2nnc(-c3ccc(O)cc3)nn2)cc1	0	25
Cc1ccccc1C(=O)Nc1ccccc1	5	32
CCOC(=O)CC(=O)CSc1nc2c(c(C)c1C#N)CCC2	-27	26
CNC(=O)COC(=O)c1cc(F)c(F)cc1Cl	-35	24
N#CC(c1ccccc1)c1ccc(=O)[nH]n1 (stereo unspecified)	-2	2
O=C1c2oc3ccccc3c(=O)c2C(c2cccc(F)c2)N1CCCO (stereo unspecified)	-13	17
Clc1ccc(-c2ccc(CN3CCCCC3)o2)cc1	-27	8
Cc1ccccc1-c1noc(-c2ccccc2F)n1	-14	1
CCOc1cc(/C=N/Nc2cc(C)nc(-n3nc(C)cc3C)n2)ccc1O	-25	17
COc1ccc(NC(=O)CCCSc2ccccc2)cc1S(N)(=O)=O	-2	39
COc1ccc(C(=O)NC2CCN(CC(=O)NCc3ccccc3F)CC2)cc1	-10	6
CCCc1[nH]nc2c1C(c1ccccc1OCC)C(C#N)=C(N)O2 (stereo unspecified)	-23	16
COc1ccc(CCNCC(O)Cn2c3ccccc3c3ccccc32)cc1OC (stereo unspecified)	23	0
O=C(CSc1nnc(-c2ccncc2)o1)Nc1cc(F)ccc1F	-9	4
CCCCn1c(=N)n(CC(=O)c2ccc(Br)s2)c2ccccc21	-18	9
CCCOP(=O)(c1ccc(N(C)C)cc1)C(O)c1ccc(Cl)cc1 (stereo unspecified)	-20	-6
CCn1c(C)cc(/C=C2/NC(=O)N(c3ccccc3)C2=O)c1C	-18	10
CCC(C)c1ccccc1NC(=O)COC(=O)CCc1cc(OC)c(OC)c(OC)c1 (stereo unspecified)	-30	14
CN(C(=O)COC(=O)c1cc(=O)[nH]c2ccccc12)c1ccccc1	-10	16
CC1CCN(CCC(=O)Nc2ccc(F)c(F)c2)CC1	-24	9
O=C(Nc1cccc2oc(=O)ccc12)c1ccc([N+](=O)[O-])cc1[N+](=O)[O-]	-1	26
C=CCNc1nc(NCc2ccccc2)c(C#N)c2c1CN(C)CC2	-24	10
CCOC(=O)C1CCCCN1S(=O)(=O)c1cc2c(cc1C)NC(=O)CO2 (stereo unspecified)	6	19
CCSc1nnc(-c2sc3nnc(-c4ccccc4)c(-c4ccccc4)c3c2N)o1	10	10
Cc1cc(C)n(Cc2ccc(C(=O)NCCC3=CCCCC3)o2)n1	-25	26
COc1ccc2ccccc2c1CNc1nnnn1C	-12	13
CCOC(=O)N1CCN(C(=O)Cn2ncc3c2-c2ccccc2OC3)CC1	-1	0
CC1CN(C(=O)c2ccc(N3CCCCC3)c([N+](=O)[O-])c2)CC(C)O1 (stereo unspecified)	-3	17
COc1ccc(-c2nnc(SC(C)C(=O)NCc3ccc4c(c3)OCO4)n2Cc2ccco2)cc1 (stereo unspecified)	-24	30
COc1ccc(NC(=O)c2ccc(NCCN3C(=O)CCC3=O)c([N+](=O)[O-])c2)cc1	-20	43
O=C(C[C@H]1C/C=C/CC[C@@H](Cc2ccc(F)cc2)C(=O)OC[C@H](c2ccccc2)NC1=O)NCCO	5	6
COc1ccc(/C=C/C(=O)Nc2nc(C)c(C(=O)N(C)C)s2)cc1	-14	20
Cc1nc(S(=O)(=O)c2ccc(Cl)cc2)c(NCc2ccccc2)o1	-22	18
c1ccc(-c2nnc(CN3CCCCC3)o2)cc1	-4	-8
Going on with the list:
SMILES	OX1R antag-1	OX1R antag-2
O=C(NCC1COc2ccccc2O1)C1CCN(S(=O)(=O)c2cccc3nsnc23)CC1 (stereo unspecified)	-33	28
CCc1cc2c(-c3ccccc3)cc(=O)oc2cc1OC(C)C(C)=O (stereo unspecified)	-25	9
Cc1ccccc1Cn1cnc2c(NS(C)(=O)=O)c(C)c(C)cc21	-11	6
CCOc1ccccc1C(=O)Nc1cccc2cccnc12	10	44*
Cn1cc(CC(=O)NC2CCCCC2)c2ccccc21	-24	21
CN1CCCN(C(=O)CNC(=O)c2ccccc2Br)CC1	14	15
CC12CC(c3ccccc3O1)N(C(=O)c1ccco1)C(=S)N2c1ccccc1 (stereo unspecified)	-18	20
CCOc1ccccc1NC(=O)CSC1=C(C#N)C(c2ccco2)C(C(=O)Nc2nc3ccccc3s2)=C(C)N1 (stereo unspecified)	-10	5
Cc1ccc(NC(=O)CS(=O)CC(=O)N(C2CCCC2)C(C)C(=O)NC2CCCCC2)cc1 (stereo unspecified)	-46	11
CCc1ccc(C(c2ccc(CC)cc2)C(Cl)Cl)cc1	-8	5
CCN(CC)S(=O)(=O)c1ccc(OCCNS(C)(=O)=O)cc1	-6	7
N#CCCN(C(=O)COC(=O)C1=COCCO1)c1ccc(F)cc1	1	6

Compound profiles, from the list above.
Entry for `Cc1ccc(NC(=O)CS(=O)CC(=O)N(C2CCCC2)C(C)C(=O)NC2CCCCC2)cc1` (stereo unspecified) : OX1R antag-1 = -46; OX1R antag-2 = 11
Entry for `Cn1cc(CC(=O)NC2CCCCC2)c2ccccc21` : OX1R antag-1 = -24; OX1R antag-2 = 21
Entry for `CCN(CC)S(=O)(=O)c1ccc(OCCNS(C)(=O)=O)cc1` : OX1R antag-1 = -6; OX1R antag-2 = 7
